RBX1-CUL1 inh: human ROC1-CUL1 E3 ligase inhibition. P62877+Q13616. in vitro K48 di-Ub FRET, acceptor:donor ratio, 45 min. inhibition, % at 10 µM. actives 0.6% (n = 140,000). AID 1347404; in the data active = inhibition above about 25%
Target sequence (P62877 whole entry, looked up): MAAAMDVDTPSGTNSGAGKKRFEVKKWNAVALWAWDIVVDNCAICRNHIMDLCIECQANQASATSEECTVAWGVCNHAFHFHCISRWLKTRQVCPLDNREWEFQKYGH
Target sequence (Q13616 whole entry, looked up): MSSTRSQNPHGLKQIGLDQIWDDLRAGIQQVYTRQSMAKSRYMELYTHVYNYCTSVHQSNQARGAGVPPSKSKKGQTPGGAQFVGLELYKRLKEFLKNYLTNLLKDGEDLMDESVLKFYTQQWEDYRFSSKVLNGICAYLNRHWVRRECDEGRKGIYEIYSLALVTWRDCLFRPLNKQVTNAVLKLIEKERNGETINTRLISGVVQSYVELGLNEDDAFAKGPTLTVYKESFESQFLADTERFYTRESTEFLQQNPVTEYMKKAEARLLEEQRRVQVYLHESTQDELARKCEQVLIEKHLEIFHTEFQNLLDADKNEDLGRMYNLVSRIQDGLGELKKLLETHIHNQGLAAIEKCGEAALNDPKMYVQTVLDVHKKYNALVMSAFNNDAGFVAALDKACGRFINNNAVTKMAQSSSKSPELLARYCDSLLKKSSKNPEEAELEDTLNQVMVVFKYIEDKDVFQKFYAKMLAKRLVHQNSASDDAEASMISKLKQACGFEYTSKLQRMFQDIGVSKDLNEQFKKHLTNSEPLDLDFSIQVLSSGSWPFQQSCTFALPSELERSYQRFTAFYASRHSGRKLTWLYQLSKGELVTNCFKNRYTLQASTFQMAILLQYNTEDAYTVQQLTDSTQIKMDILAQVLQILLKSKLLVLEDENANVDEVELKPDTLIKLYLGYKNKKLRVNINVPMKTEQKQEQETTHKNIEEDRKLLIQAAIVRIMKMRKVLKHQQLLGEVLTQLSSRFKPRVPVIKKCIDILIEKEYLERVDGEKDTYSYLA
The depositor's hits bear a star. Not all compounds are listed, so the mix of outcomes need not match the whole.

SMILES | RBX1-CUL1 inh
COC(=O)CCC(=O)N1CCC(C2CCN(c3ncccn3)CC2)C1 (configuration not stated) | 0
CN(CCOC(=O)c1ccccc1Br)Cc1ccccc1 | 7
CC1=C[C@@H]2[C@H]1[C@@H]1[C@@H](C)C(=O)N1N2C(=O)OCc1ccc([N+](=O)[O-])cc1 | 2
COc1cc(/C=C2/SC(=O)N(CC(=O)N3CCOCC3)C2=O)ccc1OCC(=O)Nc1ccc(C)c(C)c1 | 0
Cc1ccc(NC(=O)C2CCCN2S(=O)(=O)c2ccc3c(c2)C(C)(C)C(=O)N3C)cc1 (configuration not stated) | 0
CCc1nn(CC(=O)N2CCCCC2)c(=O)c2cc3sc(C)cc3n12 | -12
Cc1c(Cl)cccc1NC(=O)Cn1nc(C)c2sc3ccccc3c2c1=O | -2
O=C(Cc1ccccc1)NCC1(c2ccccc2)CCCC1 | 7
Cc1sc2nc(SCC(=O)NCc3cccs3)n(-c3ccccc3)c(=O)c2c1C | -3
CN(C)c1ccc(N)cc1C(C)(C)C | 5
CCc1ccc(CCC(=O)N2CC(=O)Nc3ccccc32)cc1 | 15
COc1ccc(/C=C2/SC(=O)N(CNc3ccc(Br)cc3C)C2=O)cc1 | -9
CCOc1ccc(C2c3c(oc4ccc(C)cc4c3=O)C(=O)N2CCCN(C)C)cc1 (configuration not stated) | 4
CCN(c1cccc(C)c1)S(=O)(=O)c1ccc(N2CCCCS2(=O)=O)cc1 | 0
COc1ccc2nc(SC)[nH]c2c1 | 7
O=C1C2C3c4ccccc4C(c4ccccc43)C2C(=O)N1c1ccccc1C(F)(F)F (configuration not stated) | 1
CC1CCCCN1C(=O)c1cc(I)ccc1NC(=O)c1ccc(Cl)cc1 (configuration not stated) | 1
CCOC(=O)C1=CC2C3C(=O)N(c4ccc(Br)cc4)C(=O)C3C1C1C(=O)N(c3ccc(Br)cc3)C(=O)C21 (configuration not stated) | -7
C/C(=N\NC(=O)C1c2ccccc2Oc2ccccc21)c1ccc(NC(=O)c2cc(C)on2)cc1 | 4
CCOC(=O)C1C(CN2CCN(C)CC2)=NC(=O)NC1c1ccc(F)cc1 (configuration not stated) | 3
CCc1ccc(C2C(C(=O)c3ccccc3)C(=O)C(=O)N2CCc2c[nH]c3ccccc23)cc1 (configuration not stated) | -2
Cc1ccc(SC(C)C(=O)NCc2ccco2)cc1 (configuration not stated) | 4
COc1ccc(-c2cc3nc(C)c(CCC(=O)NCCc4ccc(Cl)cc4)c(C)n3n2)c(OC)c1 | -3
Cc1cn2c3c(=O)[nH]c(=O)n(C)c3nc2n1CCN1CCC(C)CC1 | 10
CCn1ccnc1CN1CCCC1C(=O)Nc1cccc(-n2cccn2)c1 (configuration not stated) | 7
CC(C)CC(=O)N1CCN(S(=O)(=O)c2ccc(C(C)C)cc2)CC1 | 3
Nc1cc(N)cc(C(=O)NC2CCCCC2)c1 | 1
COc1ccc(C)cc1NC(=O)N1CC(C)Sc2ccccc21 (configuration not stated) | 3
COc1ccc(C(=Nc2ccccc2)Oc2ccccc2)cc1 | -3
O=C1CCC(CCC(=O)N2CC[C@@H]3CCCC[C@H]3C2)(Cc2ccc(F)cc2)N1 (some centres not stated) | 1

Four structures from above, ordered by molecular weight, smallest number first.
SMILES | RBX1-CUL1 inh
Cc1ccc(SC(C)C(=O)NCc2ccco2)cc1 (configuration not stated) | 4
CC1=C[C@@H]2[C@H]1[C@@H]1[C@@H](C)C(=O)N1N2C(=O)OCc1ccc([N+](=O)[O-])cc1 | 2
CCn1ccnc1CN1CCCC1C(=O)Nc1cccc(-n2cccn2)c1 (configuration not stated) | 7
CCOC(=O)C1C(CN2CCN(C)CC2)=NC(=O)NC1c1ccc(F)cc1 (configuration not stated) | 3

(further entries)
SMILES | RBX1-CUL1 inh
Cc1ccc(SC(C)C(=O)Nc2cccc(N(C)S(C)(=O)=O)c2)cc1 (configuration not stated) | 3
CCN(CC)S(=O)(=O)Cc1ccc(F)cc1 | -4
O=C(C1CCC1)N1CCc2cc(S(=O)(=O)N3CCN(c4ccccc4)CC3)ccc21 | 7
COc1cc(CN2CC[C@@H](N3CCCCCC3)[C@H](O)C2)cc(Cl)c1OC | 2
Cc1oc(-c2cccc(Cl)c2)nc1CN1CCC(C(=O)NCCCN2CCN(c3cccc(Cl)c3)CC2)CC1 | -6
Cc1ccc2cc3c(N)c(C(=O)Nc4ccc5sc(C)nc5c4)sc3nc2c1 | 6
Cc1ccc(C2CC(=O)n3nc(-c4ccc(F)cc4)nc3S2)cc1 (configuration not stated) | -6
CCOC(=O)c1sc2ccccc2c1S(=O)(=O)Nc1ccc(OC)c(Cl)c1 | -2
CCc1ccc(C(=O)N2CCN(c3cccc(C)c3C)CC2)s1 | 1
COc1ccc(S(=O)(=O)NCC(c2ccc(N(C)C)cc2)N2CCc3ccccc32)cc1 (configuration not stated) | -4
O=C1NN(c2ccccc2)C(=O)/C1=C\c1cc(I)cc(I)c1O | -9
CCOc1cc(/C=C2/SC(=O)N(CC)C2=O)cc(Cl)c1OCc1cccc(C(=O)O)c1 | 1
CC(C)Oc1ccc(-c2[nH]nc3c2C(c2cccc(OCc4ccccc4F)c2)C(C#N)C(=N)O3)cc1 (configuration not stated) | -3
Cc1cccc(NC(=O)Cc2ccccc2C)c1 | 6
CCc1ccc(NC(=O)Cn2c(=O)n(Cc3ccco3)c(=O)c3cccnc32)cc1 | 1
Cc1ccc2[nH]cc(-c3nnnn3-c3ccc4ccccc4c3)c2c1 | 3
CCNC(=O)CC1C(=O)N(c2ccc(C)cc2)C(=O)N1CCC(C)C (configuration not stated) | -8
Cc1noc(C)c1CC(=O)N1CCCC(CNS(=O)(=O)Cc2ccccc2)C1 (configuration not stated) | -6
O=C(Nc1nc2c(Cl)cccc2s1)c1ccccc1F | 7
CCCc1cc2c(cc1N)OCO2 | -6
CSC(=NC#N)SCn1c(=O)oc2ccccc21 | -3
Nc1nnc(SCC(=O)Nc2nnc(SCC(=O)N3c4ccccc4Sc4ccccc43)s2)s1 | -3
COc1ccc(-c2cc(-c3ccccc3)nc3sc(C(=O)Nc4ccc(Oc5ccccc5)cc4)c(N)c23)cc1OC | -1
COc1cc(C=C2C(=O)NC(=O)NC2=O)ccc1OCc1ccccc1 | 6
COC(=O)c1csc(NC(=O)C(C)(C)C)c1SCc1ccccc1 | -5
O=C1SCC(=S)N1c1ccccc1 | -9
CC(=O)CSc1ncnc2sc(-c3ccccc3)cc12 | 10
CCOc1ccc(/C=N/NC(=O)Cc2csc(Nc3cccc(C(F)(F)F)c3)n2)cc1OC | -1
Cc1ccc(-c2nc3ccccc3s2)cc1NC(=O)Cn1cnc2c(=O)n(C)c(=O)n(C)c21 | -6
Clc1ccccc1OCCSc1nnc(-c2cccs2)o1 | -3
O=C(CN1Cc2ccccc2OC(c2ccsc2)C1)N1CCC(N2CCSCC2)CC1 (configuration not stated) | -4
CCCN1C(=O)C(Cc2ccc(C)s2)=NC1=S | -3
COc1ccccc1CNC(=O)COc1ccc(S(=O)(=O)NCC(C)C)cc1Cl | 8
Nc1c(C(=O)Nc2ccccc2C(F)(F)F)sc2nc3c(c(-c4ccc(Cl)cc4)c12)CCC3 | -5
Cc1cc(Cl)c2c(ccc3ccccc32)n1 | -3
CCCN(C(=O)c1cc2c(s1)-c1ccccc1SC2)c1ccccc1F | 4
Cc1cccc(OCc2nnc(NC(=O)C34CC5CC(CC(C5)C3)C4)s2)c1 | 13
Cc1ccccc1CNCc1c(C(=O)O)c(C)n(Cc2ccc(F)cc2Cl)c1C | 2
Cc1cccc(CS(=O)(=O)c2ncc(Cl)c(C(=O)Nc3nc4ccc(F)cc4s3)n2)c1 | 7
CCOC(=O)c1ccc2[nH]c(C)c(CN(C)C)c(=O)c2c1 | -2
Cc1nc(CN)cc(N2CCN(c3nc4ccccc4s3)CC2)n1 | -11
N=C1NC(=O)/C(=C/c2ccc(OS(=O)(=O)c3ccc(Cl)cc3)c(Br)c2)S1 | -1
CCCOc1ccc(C2c3c(n[nH]c3-c3ccc(C)cc3)OC(=N)C2C#N)cc1 (configuration not stated) | -9
Cc1ccc(NC(=O)N(Cc2cn(C)c3ccccc23)C2CCCCC2)cc1C | -3
CCCCc1nc2cc(C(=O)N3CCCC(COC)C3)ccc2o1 (configuration not stated) | 6
Oc1ccc(NCc2ccc(OCc3ccccc3)cc2)cc1 | 1
O=C(NNC(=O)c1ccc(Cl)s1)NC12CC3CC(CC(C3)C1)C2 | -6
C=CCn1nnc(NC(=O)c2cc(I)ccc2Cl)n1 | 6
O=C(c1cc(-c2ccc(Cl)cc2Cl)nc2ccccc12)N1N=C(C(F)F)CC1(O)C(F)F (configuration not stated) | -1
CC(C)N(Cc1ccccc1)C(=O)CN1C(=O)CSc2ccc(S(=O)(=O)N3CCCC3)cc21 | 4

At a glance, three of the compounds above.
SMILES | RBX1-CUL1 inh
C=CCn1nnc(NC(=O)c2cc(I)ccc2Cl)n1 | 6
O=C(c1cc(-c2ccc(Cl)cc2Cl)nc2ccccc12)N1N=C(C(F)F)CC1(O)C(F)F (configuration not stated) | -1
CC(C)N(Cc1ccccc1)C(=O)CN1C(=O)CSc2ccc(S(=O)(=O)N3CCCC3)cc21 | 4

Following part
SMILES | RBX1-CUL1 inh
CCOC(=O)C1C(C)=NC(C)=C(C(=O)OCCN2CCN(S(=O)(=O)c3cccc(Cl)c3)CC2)C1c1cccc([N+](=O)[O-])c1 (configuration not stated) | -11
CCOC(=O)C1C(=O)/C(=C/c2ccc(N3CCCCC3)cc2)SC1=Nc1ccc(OCC)cc1 (configuration not stated) | -10
Cc1cc(C)c2c(c1)S(=O)(=O)C(C)(C)CC2=O | 5
Cc1sc2nc(SCc3ccccc3)[nH]c(=O)c2c1-c1ccccc1 | 2
COc1ccc(C(=O)C2C(=O)C(=O)N(CCCN(C)C)C2c2ccncc2)cc1OC (configuration not stated) | -2
Cc1ccc(CN(C)Cc2nc(CC3CC3)no2)o1 | -3
COc1ccc(NC(=O)c2nc(-c3ccc(C)cc3)n3c2CCCCC3)cc1 | 2
Cc1ccc(NC(=O)CSc2nnc(-c3cccnc3)n2CCN2CCCCC2)cc1 | 9
O=C1c2ccccc2CN1c1cc(Cl)c(Cl)cc1Cl | 5
CC(C)(C)c1[nH]nc2c1C(c1ccc(Cl)cc1)C(C#N)C(=N)O2 (configuration not stated) | -3
Cn1c(=O)n(C)c2cc(N3CCOCC3)c(NS(=O)(=O)c3ccc(Cl)cc3)cc21 | 0
Cc1ccc2c(c1)NC(C)(C)c1ssc(=Nc3cccc(Cl)c3)c1-2 | 3
COc1ccc(N2C(S)=C(C#N)C(=O)NC2c2ccco2)cc1 (configuration not stated) | -6
CC(C)c1ccc(NS(=O)(=O)c2ccc3c(c2)C(=O)C(C(=O)NCCc2ccccc2)C=N3)cc1 (configuration not stated) | 10
CCn1c(=O)c2c(nc3n(CCOC)c(C)cn23)n(C)c1=O | 6
Cc1ccc(C(=O)C(C)Oc2cccc(NC(=O)c3ccco3)c2)cc1 (configuration not stated) | -2
COc1ccc(C2C(C(=O)c3ccc(C)o3)C(=O)C(=O)N2CC2CCCO2)cc1OC (configuration not stated) | -2
O=C(NCCc1n[nH]c2c1CCCC2)c1ccc(C2CCCN2)s1 (configuration not stated) | -8
O=C1C=CC2=Nc3ccccc3CCC2=C1 | -8
CCC1CN(CCNC(=O)Cc2cccc(C)c2)Cc2cc(OC)ccc2O1 (configuration not stated) | -4
CCn1cc(CNC2CCCN(Cc3ccccc3F)C2)c(C)n1 (configuration not stated) | -4
CCOC(=O)c1c(C)n(C(=O)OC)c2ccc(NC(=O)OC)cc12 | 12
CCn1cc(Cl)c(C(=O)N2CCN(C(=O)c3ccco3)CC2)n1 | 3
CCOC(=O)c1ccc(NC(=O)Cn2cnc(S(=O)(=O)N3CCCC3)c2)cc1 | 4
COc1ccc(CN2CCC(n3nccc3NC(C)=O)CC2)c(F)c1 | 6
Cc1c(CN2CCC(C3CCN(c4ncccn4)CC3)C2)cnn1C (configuration not stated) | 6
Cc1ccsc1-c1cnc(OC(C)(C)C)nc1OC(C)(C)C | 6
O=C(Nc1ccc(S(=O)(=O)c2ccc(NC(=O)C3CCCC3)cc2)cc1)C1CCCC1 | 6
O=C(c1cccs1)N(Cc1cccnc1)c1nc2c(F)cc(F)cc2s1 | -6
CN1CCN(C(CNC(=O)c2ccccc2F)c2ccc3c(c2)OCO3)CC1 (configuration not stated) | -12
Cc1nn(-c2ccc(F)cc2)c(C)c1C(=O)NCCc1cc(=O)[nH]cn1 | 9
CC1Cc2cc(C(=O)C3C(=O)C(=O)N(CCN(C)C)C3c3cccs3)ccc2O1 (configuration not stated) | 1
CCOC(=O)C1CN(Cc2ccccc2)CCC12c1[nH]c3ccccc3c1CCN2C(=O)C(c1ccccc1)c1ccccc1 (configuration not stated) | -7
CC1=NN(C(N)=S)C(=O)C1N=Nc1ccc(Cl)cc1Cl (configuration not stated) | -1
CC1(C)CCC(C)(C)NC(=S)N1 | 10
CCCNS(=O)(=O)Cc1ccccc1F | 14
CCc1nn2c(=O)cc(COC(=O)c3ccccc3NC(=O)c3ccc(C(C)(C)C)cc3)nc2s1 | -9
CC(=O)NS(=O)(=O)c1ccc(NC(=O)C2(c3ccccc3)CCOCC2)cc1 | 4
Nc1nc(N2CCC3(CC2)c2ccccc2[C@@H](N2CCOCC2)[C@@H]3O)ncc1F | 6

Random excerpt: five compounds from above
SMILES | RBX1-CUL1 inh
N=C1NC(=O)/C(=C/c2ccc(OS(=O)(=O)c3ccc(Cl)cc3)c(Br)c2)S1 | -1
CC(=O)NS(=O)(=O)c1ccc(NC(=O)C2(c3ccccc3)CCOCC2)cc1 | 4
CC1(C)CCC(C)(C)NC(=S)N1 | 10
O=C(Nc1ccc(S(=O)(=O)c2ccc(NC(=O)C3CCCC3)cc2)cc1)C1CCCC1 | 6
O=C1C=CC2=Nc3ccccc3CCC2=C1 | -8

Assay outcomes deposited in PubChem by Icahn School of Medicine at Mount Sinai.
